ADAM10 inh – inhibits human ADAM10; recombinant ADAM10, EDANS/DABCYL FRET peptide cleavage, 3 h; inhibition, % at 7 µM; 370,000 tested, 0.62% active; AID 720582;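 active means inhibition above a per-campaign cutoff equal to the mean of compounds falling between control-based bounds plus 3 SD, cut at about 20% in these data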;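 further: 0% = DMSO wells while the 100% control is not disclosed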
hgDAF-12 ag – agonists of H. glycines DAF-12 nuclear receptor; AID 687014; HEK293 GAL4-hgDAF12 UAS-luciferase reporter, agonist luminescence; normalized to butyrate control; activation, % at 6.8 µM; 370,000 tested, 1.8% active;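 active means activation above a cutoff set at the mean of all screened compounds plus 3 SD, cut at about 10% in these data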;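 further: 0% = DMSO wells and 100% = sodium butyrate wells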
DAX1 inh-1 – inhibitors of human orphan nuclear receptor DAX1 (NR0B1). P51843. HEK293 Gal4-DAX1 luciferase reporter, luminescence. inhibition, % at 6.75 µM. 340,000 tested, 0.99% active. AID 504766;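 active means inhibition above the mean over all tested compounds plus 3 SD, cut at about 4.2% in these data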;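 further: 0% = DAX1-transfected cells with DMSO and 100% = empty-vector control cells with DMSO; inhibition shows as a rise in luminescence from relieved DAX1 repression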
Target sequence (P51843 207-470 limits assumed): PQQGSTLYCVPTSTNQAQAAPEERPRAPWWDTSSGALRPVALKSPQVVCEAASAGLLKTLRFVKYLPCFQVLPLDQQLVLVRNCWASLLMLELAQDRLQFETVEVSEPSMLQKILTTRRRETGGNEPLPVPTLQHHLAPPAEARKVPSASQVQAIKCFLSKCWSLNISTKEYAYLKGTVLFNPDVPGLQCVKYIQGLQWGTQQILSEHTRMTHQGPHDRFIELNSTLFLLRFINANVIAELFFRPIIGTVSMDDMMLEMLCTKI
PG9 Ab binder – binds the HIV-1 gp120 antibody PG9; TR-FRET gp120-PG9 antibody binding; inhibition, % at 6.7 µM; 360,000 tested, 0.43% active; AID 624416; in the data active means inhibition above about 8.5%
ADAM17 inh – inhibitors of human ADAM17; P78536; 370,000 tested, 0.83% active; AID 720648; inhibition, % at 6.95 µM; recombinant ADAM17, EDANS/DABCYL FRET peptide cleavage;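 active means inhibition above the mean of compounds lying between control limits plus 3 SD, set per campaign, cut at about 8.5% in these data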;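 further: 0% = DMSO-only wells as the low control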
Target sequence (P78536 215-824 limits assumed): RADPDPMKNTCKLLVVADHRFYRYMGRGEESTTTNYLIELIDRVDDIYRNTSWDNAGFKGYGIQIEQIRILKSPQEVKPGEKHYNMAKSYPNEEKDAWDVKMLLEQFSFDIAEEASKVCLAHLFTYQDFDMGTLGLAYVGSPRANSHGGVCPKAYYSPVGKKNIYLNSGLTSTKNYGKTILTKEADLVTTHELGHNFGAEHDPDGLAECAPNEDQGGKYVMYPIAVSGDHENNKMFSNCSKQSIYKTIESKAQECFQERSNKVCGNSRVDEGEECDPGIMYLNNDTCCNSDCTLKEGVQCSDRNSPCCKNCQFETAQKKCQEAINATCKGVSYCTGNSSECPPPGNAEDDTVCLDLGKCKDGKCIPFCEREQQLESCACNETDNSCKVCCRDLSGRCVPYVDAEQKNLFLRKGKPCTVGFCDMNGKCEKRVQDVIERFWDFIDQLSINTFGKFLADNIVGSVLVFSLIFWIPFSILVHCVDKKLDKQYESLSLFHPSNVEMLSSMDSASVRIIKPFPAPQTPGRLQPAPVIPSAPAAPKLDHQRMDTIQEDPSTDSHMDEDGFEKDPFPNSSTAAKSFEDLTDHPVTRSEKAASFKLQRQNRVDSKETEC
SMARCA2 activ – activators of SMARCA2 function; MG213 cells, MMTV-luciferase reporter, dexamethasone, overnight; activation, % at 9.1 µM; 370,000 tested, 1% active; AID 652017; in the data active means activation above about 7.8%;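 further: 0% = vehicle wells and 100% = reference activator wells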
NPR1 activator – GC-A (human) enzyme activation | AID 1671463 | HEK293 GC-A cells, cGMP TR-FRET, EC30 ANP; 0% at EC30 ANP, 100% saturating ANP | activation, % at 10 µM | 370,000 tested, 0.14% active | P16066; in the data active means activation above about 40%
DAX1 inh-2 – inhibitors of DAX1 repression of SF-1 activated StAR promoter; HEK293T StAR-luciferase reporter, SF-1/DAX-1 repression relief; inhibition, % at 6.8 µM; 370,000 tested, 1.1% active; AID 652010;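 active means inhibition above the mean over all tested compounds plus 3 SD, cut at about 3.6% in these data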;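 further: 0% = DAX-1 cells with DMSO and 100% = cells lacking DAX-1 with DMSO; higher inhibition means more luminescence from relief of DAX-1 repression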
ssDAF12 agonist – S. stercoralis DAF-12 activation, primary screen | HEK293 ssDAF-12/GRIP1 lit1-tk-luc reporter, luminescence; % of 3 µM dafachronic acid response | activation, % at 6.8 µM | 370,000 tested, 1% active;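 active means activation above the mean over all tested compounds plus 3 SD, cut at about 0.9% in these data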;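 further: 0% = DMSO-only wells and 100% = 3 µM delta7-dafachronic acid wells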
FXN GAA850 act – activators of GAA850 frataxin (FXN) promoter | HEK293 lucGAA850 FXN promoter luciferase reporter, 24 h; percent of 10 µM SAHA response | activation, % at 6 µM | 360,000 tested, 0.56% active;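 active means activation above the average of all compounds screened plus 3 SD, cutoff fixed separately per campaign, cut at about 7.5% in these data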;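 further: 0% = DMSO wells and 100% = 10 µM SAHA wells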
hcDAF-12 act – activates DAF-12 receptor from parasite H. contortus; HEK293 hcDAF-12 lit1-tk-luc reporter, luminescence; 0% DMSO, 100% Δ7-dafachronic acid; activation, % at 6.8 µM; 370,000 tested, 1.4% active; AID 652067;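 active means activation above the mean of all tested compounds plus 3 SD, cut at about 5.5% in these data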;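 further: 100% = response to 3 µM Δ7-dafachronic acid high control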
Numbers without * were called inactive. Not a hit list, and some 6.8% of all compounds hit somewhere here.

Results for COc1ccccc1C1NC(c2ccccc2OC)C(C)C(=O)C1C (stereo not given) ?
ADAM10 inh: 6; hgDAF-12 ag: -1.2; DAX1 inh-1: -0.3; PG9 Ab binder: -2.1; ADAM17 inh: 1; SMARCA2 activ: -4; NPR1 activator: -1; DAX1 inh-2: -0.3; ssDAF12 agonist: -1.1; FXN GAA850 act: -5.6; hcDAF-12 act: 0.0

Results for CC1(C)Cc2c(c(-c3ccco3)nc3n[nH]c(N)c23)CO1 ?
ADAM10 inh: 4; hgDAF-12 ag: 0.6; DAX1 inh-1: -0.6; PG9 Ab binder: -0.3; ADAM17 inh: -1; SMARCA2 activ: 2; NPR1 activator: 6; DAX1 inh-2: 1.3; ssDAF12 agonist: -1.0; FXN GAA850 act: 3.1; hcDAF-12 act: -0.3

Results for Cc1ccc(CN2CCN(Cc3cn(C(C)C)c4ccccc34)CC2CCO)o1 (stereo not given) ?
ADAM10 inh: 2; hgDAF-12 ag: -0.4; DAX1 inh-1: -0.8; PG9 Ab binder: -2.1; ADAM17 inh: -2; SMARCA2 activ: 5; NPR1 activator: 1; DAX1 inh-2: 0.1; ssDAF12 agonist: -1.1; FXN GAA850 act: -4.7; hcDAF-12 act: 0.3

What do the screens show for `COC(=O)c1ccc(C)c(NC(=O)CCSc2ccc(Cl)cc2)c1`?
ADAM10 inh: 5; hgDAF-12 ag: -2.1; DAX1 inh-1: -1.0; PG9 Ab binder: 0.5; ADAM17 inh: -4; SMARCA2 activ: -5; NPR1 activator: 1; DAX1 inh-2: -1.2; ssDAF12 agonist: -1.5; FXN GAA850 act: -1.2; hcDAF-12 act: -0.9

Results for COc1ccc(CC(=O)Nc2nc(-c3cccnc3)cs2)cc1 ?
ADAM10 inh: 6; hgDAF-12 ag: -0.7; DAX1 inh-1: 0.3; PG9 Ab binder: -0.5; ADAM17 inh: -2; SMARCA2 activ: 5; NPR1 activator: 2; DAX1 inh-2: 0.2; ssDAF12 agonist: -1.2; FXN GAA850 act: -1.2; hcDAF-12 act: -2.2

What do the screens show for `COCCCN(C(=S)Nc1cccc(Cl)c1)C(C)c1ccncc1` (stereo not given)?
ADAM10 inh: 1; hgDAF-12 ag: -1.4; DAX1 inh-1: -1.9; PG9 Ab binder: -3.4; ADAM17 inh: -4; SMARCA2 activ: 0; NPR1 activator: -9; DAX1 inh-2: -0.3; ssDAF12 agonist: -1.6; FXN GAA850 act: 0.5; hcDAF-12 act: -1.2

How did COCCCN(C(=O)c1ccc(N2CCCC2=O)cc1)c1c(N)n(Cc2ccccc2)c(=O)[nH]c1=O do in these assays?
ADAM10 inh: -14; hgDAF-12 ag: -0.3; DAX1 inh-1: -1.2; PG9 Ab binder: 0.7; ADAM17 inh: -4; SMARCA2 activ: -2; NPR1 activator: -2; DAX1 inh-2: 2.6; ssDAF12 agonist: -0.6; FXN GAA850 act: 2.4; hcDAF-12 act: -1.0

Results for CC(=O)Nc1ccc(NC(=O)C(C)OC(=O)C2CCCCC2)cc1 (stereo not given) ?
ADAM10 inh: 0; hgDAF-12 ag: -0.5; DAX1 inh-1: 0.7; PG9 Ab binder: -1.7; ADAM17 inh: -1; SMARCA2 activ: -2; NPR1 activator: 0; DAX1 inh-2: 0.1; ssDAF12 agonist: -1.8; FXN GAA850 act: 1.7; hcDAF-12 act: -1.3

What do the screens show for `CN(C)Cc1c(C(=O)N/N=C/c2ccc(-c3ccccc3)cc2)nnn1-c1nonc1N`?
ADAM10 inh: -2; hgDAF-12 ag: 0.4; DAX1 inh-1: 0.7; PG9 Ab binder: 0.0; ADAM17 inh: -3; SMARCA2 activ: -3; NPR1 activator: 2; DAX1 inh-2: -0.3; ssDAF12 agonist: -1.0; FXN GAA850 act: 0.4; hcDAF-12 act: 4.1

Results for c1ccc2c(c1)CC1(CCCC1)N=C2N1CCOCC1 ?
ADAM10 inh: 3; hgDAF-12 ag: 0.1; DAX1 inh-1: -1.3; PG9 Ab binder: -1.4; ADAM17 inh: 0; SMARCA2 activ: 7; NPR1 activator: 0; DAX1 inh-2: 1.4; ssDAF12 agonist: -1.8; FXN GAA850 act: 0.8; hcDAF-12 act: 0.6

What do the screens show for `Cc1ccc(Cc2c(-c3ccco3)nc3c(C)cc(Br)cn23)cc1`?
ADAM10 inh: -13; hgDAF-12 ag: -4.4; PG9 Ab binder: 1.3; ADAM17 inh: -4; SMARCA2 activ: 2; NPR1 activator: 49*; DAX1 inh-2: -3.1; ssDAF12 agonist: 0.0; hcDAF-12 act: -0.9

What do the screens show for `O=C(/C=C/c1cnc2ccccc2n1)NC12CC3CC(CC(C3)C1)C2`?
ADAM10 inh: 0; hgDAF-12 ag: 7.3; DAX1 inh-1: 0.6; PG9 Ab binder: -1.3; ADAM17 inh: 0; SMARCA2 activ: 4; NPR1 activator: -2; DAX1 inh-2: 3.5; ssDAF12 agonist: -0.1; FXN GAA850 act: 1.2; hcDAF-12 act: 11*

What do the screens show for `CC1CN(C(=O)Cn2c(C(F)(F)F)nc3ccccc32)CC(C)O1` (stereo not given)?
ADAM10 inh: 1; hgDAF-12 ag: -0.6; DAX1 inh-1: 0.2; PG9 Ab binder: -0.7; ADAM17 inh: -3; SMARCA2 activ: 1; NPR1 activator: -2; DAX1 inh-2: -0.6; ssDAF12 agonist: -1.0; FXN GAA850 act: -0.9; hcDAF-12 act: -2.2

How did COCC(C)N1C(=O)Cc2c1nc(N)c1c(N)nc(N3CCN(c4ccccc4F)CC3)c(C#N)c21 (stereo not given) do in these assays?
ADAM10 inh: -86; hgDAF-12 ag: -1.0; DAX1 inh-1: -1.6; PG9 Ab binder: 1.7; ADAM17 inh: -32; SMARCA2 activ: -4; NPR1 activator: 10; DAX1 inh-2: -1.8; ssDAF12 agonist: -2.2; FXN GAA850 act: 0.9; hcDAF-12 act: -0.2

Results for Cc1cccc(-n2c(SCC(=O)N3CC(=O)Nc4ccccc43)nc3ccccc3c2=O)c1 ?
ADAM10 inh: -4; hgDAF-12 ag: -3.0; DAX1 inh-1: -1.1; PG9 Ab binder: 0.3; ADAM17 inh: -3; SMARCA2 activ: -3; NPR1 activator: -28; DAX1 inh-2: -2.5; ssDAF12 agonist: -1.8; FXN GAA850 act: 0.2; hcDAF-12 act: -0.6

Results for Cc1ccc(OCc2nc3ccccc3n2C(C(=O)Nc2c(C)cccc2C)C2CC2)cc1 (stereo not given) ?
ADAM10 inh: 1; hgDAF-12 ag: -2.3; PG9 Ab binder: -1.2; ADAM17 inh: 3; SMARCA2 activ: -2; NPR1 activator: -15; DAX1 inh-2: -0.1; ssDAF12 agonist: -1.3; hcDAF-12 act: -2.9

What do the screens show for `CCc1nccn1CCC(=O)NC1CC(C)(C)Cc2c1cnn2-c1cccc(F)c1` (stereo not given)?
ADAM10 inh: -17; hgDAF-12 ag: -2.8; DAX1 inh-1: 1.1; PG9 Ab binder: 0.5; ADAM17 inh: 0; SMARCA2 activ: 0; NPR1 activator: -3; DAX1 inh-2: 0.9; ssDAF12 agonist: -1.6; FXN GAA850 act: 0.1; hcDAF-12 act: 0.1

What do the screens show for `CN(Cc1nccs1)C(=O)c1ccc(OC2CCN(Cc3ccccn3)CC2)cc1`?
ADAM10 inh: 4; hgDAF-12 ag: -0.5; DAX1 inh-1: -0.8; PG9 Ab binder: -0.9; ADAM17 inh: -3; SMARCA2 activ: -1; NPR1 activator: -1; DAX1 inh-2: -1.7; ssDAF12 agonist: -1.1; FXN GAA850 act: -0.5; hcDAF-12 act: -0.8

What do the screens show for `CO[C@@H]1CN(C)C(=O)c2cc(NC(=O)Nc3ccc(Cl)cc3)ccc2OC[C@H](C)NC[C@H]1C`?
ADAM10 inh: -9; hgDAF-12 ag: 0.0; PG9 Ab binder: 0.6; ADAM17 inh: -6; SMARCA2 activ: -4; NPR1 activator: 1; DAX1 inh-2: 1.7; ssDAF12 agonist: -0.9; hcDAF-12 act: 0.0

What do the screens show for `COc1ccc(NC(=S)N2CCN(c3ccc([N+](=O)[O-])cc3)CC2)cc1OC`?
ADAM10 inh: -2; hgDAF-12 ag: -2.3; DAX1 inh-1: -0.5; PG9 Ab binder: -1.9; ADAM17 inh: -1; SMARCA2 activ: -5; NPR1 activator: 4; DAX1 inh-2: 0.4; ssDAF12 agonist: -0.4; FXN GAA850 act: 0.7; hcDAF-12 act: -1.6

What do the screens show for `CC1=C(C(=O)OCc2ccc3c(c2)OCO3)C(c2ccc(O)c([N+](=O)[O-])c2)NC(=O)N1` (stereo not given)?
ADAM10 inh: -3; hgDAF-12 ag: 3.5; DAX1 inh-1: 0.5; PG9 Ab binder: -0.9; ADAM17 inh: -1; SMARCA2 activ: -5; NPR1 activator: -1; DAX1 inh-2: -0.5; ssDAF12 agonist: -1.4; FXN GAA850 act: -7.4; hcDAF-12 act: -0.9

How did Cc1ccc(S(=O)(=O)N(C)C)cc1NC(=O)C(C)OC(=O)CC1CC2CCC1C2 (stereo not given) do in these assays?
ADAM10 inh: 1; hgDAF-12 ag: -0.6; DAX1 inh-1: -0.4; PG9 Ab binder: 0.5; ADAM17 inh: 5; SMARCA2 activ: -1; NPR1 activator: 6; DAX1 inh-2: -0.1; ssDAF12 agonist: -1.4; FXN GAA850 act: 1.2; hcDAF-12 act: -1.4

Results for CCOC(=O)[C@]12CCCC3=C1N(CCC3)C(=O)[C@@H](CC(=O)NCc1cccc(C(F)(F)F)c1)C2 ?
ADAM10 inh: -5; hgDAF-12 ag: -3.1; ADAM17 inh: -6; SMARCA2 activ: -2; NPR1 activator: -1; DAX1 inh-2: -1.8; ssDAF12 agonist: -1.4; hcDAF-12 act: -0.6

Results for N#C/C(=C(/O)CSc1n[nH]c(N)n1)c1nc2ccccc2[nH]1 ?
ADAM10 inh: -1; hgDAF-12 ag: 5.7; DAX1 inh-1: 0.8; PG9 Ab binder: -1.6; ADAM17 inh: -6; SMARCA2 activ: -2; NPR1 activator: 2; DAX1 inh-2: -0.4; ssDAF12 agonist: -0.8; FXN GAA850 act: 1.6; hcDAF-12 act: 1.6

What do the screens show for `Cc1cc(N2CCOCC2)nc(N)n1`?
ADAM10 inh: -4; hgDAF-12 ag: -1.3; DAX1 inh-1: 0.6; PG9 Ab binder: -1.9; ADAM17 inh: -4; SMARCA2 activ: -1; NPR1 activator: 3; DAX1 inh-2: -0.3; ssDAF12 agonist: -1.5; FXN GAA850 act: 1.5; hcDAF-12 act: -1.3

Results for CCCCNc1c2c(nc3c(-c4ccccc4)c(C)nn13)CCC2 ?
ADAM10 inh: -7; hgDAF-12 ag: -0.7; DAX1 inh-1: 0.0; PG9 Ab binder: 2.4; ADAM17 inh: 0; SMARCA2 activ: -4; NPR1 activator: -1; DAX1 inh-2: -0.1; ssDAF12 agonist: -2.0; FXN GAA850 act: 2.1; hcDAF-12 act: -0.8

From PubChem BioAssay
